PKA-R1A activ: activators of PKA-R1A complex; P00514+P68181; PKA-R1A dissociation, Cy5-IP20 fluorescence polarization; scaled: DMSO 0%, 113 µM cGMP 100%; activation, % at 11.4 µM; 340,000 tested, 0.083% active; AID 504707;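 active = percent activation above the mean of all tested compounds plus 3 SD, cut at about 19% in these data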;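 note: higher means more PKAc released from R1A so a rise in polarization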
Pemphigus Ab inh: inhibitors of pemphigus antibody binding to human desmoglein-3 | 310,000 tested, 0.48% active | DSG3-coupled beads, scFv-anti-DSG3-GFP binding, flow cytometry; hits give low values | binding (percent of control), % at 10 µM | AID 588358;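 active = binding more than 3 SD below its plate's average and above zero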;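 note: hits lower antibody fragment binding to DSG3; some compounds called inactive have numbers as strong as hits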
DAGLB inhibitor: diacylglycerol lipase beta (human) inhibition | HEK293T DAGLB membrane lysate, EnzChek fluorogenic substrate | inhibition, % at 5.17 µM | 340,000 tested, 0.059% active; in the data active = inhibition above about 34%;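 note: 0% = enzyme with vehicle and 100% = wells lacking enzyme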
Target sequence (Q8NCG7 whole entry, looked up): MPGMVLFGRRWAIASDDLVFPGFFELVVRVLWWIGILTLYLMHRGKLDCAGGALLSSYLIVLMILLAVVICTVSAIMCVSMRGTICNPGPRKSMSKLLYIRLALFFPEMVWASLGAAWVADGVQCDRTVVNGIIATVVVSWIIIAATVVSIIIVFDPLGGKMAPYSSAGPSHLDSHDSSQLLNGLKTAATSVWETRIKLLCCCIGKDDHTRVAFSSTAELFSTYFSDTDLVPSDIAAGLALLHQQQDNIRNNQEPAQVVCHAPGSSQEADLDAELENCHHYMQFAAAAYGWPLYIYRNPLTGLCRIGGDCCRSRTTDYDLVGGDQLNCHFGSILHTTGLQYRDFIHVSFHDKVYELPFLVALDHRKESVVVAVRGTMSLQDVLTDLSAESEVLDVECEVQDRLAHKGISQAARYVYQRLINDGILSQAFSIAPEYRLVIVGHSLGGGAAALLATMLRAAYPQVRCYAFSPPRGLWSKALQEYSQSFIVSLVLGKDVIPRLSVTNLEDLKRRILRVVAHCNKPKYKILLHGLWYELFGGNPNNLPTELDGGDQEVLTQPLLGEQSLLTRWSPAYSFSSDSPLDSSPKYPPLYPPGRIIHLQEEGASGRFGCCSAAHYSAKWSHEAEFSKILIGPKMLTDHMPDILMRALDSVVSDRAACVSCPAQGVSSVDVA
PKA-R2B activ: PKA-R2B complex activation. P22694+P31323. PKA-R2B holoenzyme dissociation, Cy5-IP20 fluorescence polarization; R2B truncated from residue 108, S112A mutant; 0% DMSO only, 100% 113 µM cGMP. activation, % at 11.4 µM. 340,000 tested, 0.079% active;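 active = activation above a cutoff set at the mean over all compounds plus 3 SD, cut at about 18% in these data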;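 note: higher means more holoenzyme dissociation and a rise in polarization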
V-ATPase pHluor: alters yeast V-ATPase proton transport. S. cerevisiae, pHLuorin cytosolic pH fluorescence. response, % at 10 µM. 350,000 tested, 0.37% active. AID 504577; in the data active = response mostly above about 7.3%, no sharp cut-off; inactive = mostly below about 5.4%; note: actives read high; inactives centre near 0; some compounds called inactive have numbers as strong as hits; reference of the scale not given here
MOR-DOR inv ag: mu-delta opioid heterodimer inverse agonism. AID 504357. 340,000 tested, 0.21% active. inhibition, % at 9.3 µM. cell-based MOR-DOR heterodimer luminescence; in the data active = inhibition above about 22%, passing the limit was not always enough;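 note: 0% = cells with DMSO and 100% = wells without cells with DMSO; values of inactives mirror those of a sister screen read the other way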
HTR5A inv ag: inverse agonist of human HTR5A in OPRM1-OPRD1 counter-screen; P47898; HTR5A cell line, luminescence, inverse agonism; inhibition, % at 9.3 µM; 340,000 tested, 0.083% active; in the data active = inhibition mostly above about 23%, no sharp cut-off; inactive = mostly below about 18%;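 note: 0% = cells with DMSO and 100% = no-cell wells with DMSO; some compounds called inactive have numbers as strong as hits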
Target sequence (P47898 whole entry, looked up): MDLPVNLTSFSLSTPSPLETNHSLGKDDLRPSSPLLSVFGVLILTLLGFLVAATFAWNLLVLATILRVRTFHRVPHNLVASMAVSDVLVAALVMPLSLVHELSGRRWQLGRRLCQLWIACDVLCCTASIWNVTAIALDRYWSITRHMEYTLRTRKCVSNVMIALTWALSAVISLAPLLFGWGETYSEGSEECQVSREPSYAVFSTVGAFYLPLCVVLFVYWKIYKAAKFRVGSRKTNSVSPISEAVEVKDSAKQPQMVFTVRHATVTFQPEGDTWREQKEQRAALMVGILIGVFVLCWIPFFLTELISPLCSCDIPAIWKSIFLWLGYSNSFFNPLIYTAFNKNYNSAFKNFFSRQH
HTR5A ag: HTR5A agonism, opioid heterodimer counter-screen | P47898 | HTR5A agonist assay, luminescence, cell-based | activation, % at 9.3 µM | 340,000 tested, 0.61% active | AID 504692; in the data active = activation mostly above about 9.5%, no sharp cut-off; inactive = mostly below about 7.6%;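 note: 0% = cells with vehicle only and 100% = reference agonist; strong numbers were not always called active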
MOR-DOR ag: agonists of human mu-delta opioid receptor heterodimerization | P35372+P41143 | activation, % at 9.3 µM | 340,000 tested, 0.3% active | cells, OPRM1-OPRD1 heterodimerization, luminescence; in the data active = activation above about 18%;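 note: 0% = vehicle-treated cells and 100% = reference agonist; values of inactives mirror those of a sister screen read the other way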
Arr AP2 block: human beta-arrestin and AP2 interaction inhibition; AID 504490; FITC-arrestin peptide / GST-AP2 beads, flow cytometry; AP2 beta2 appendage carries R879A mutation; inhibition, % at 10 µM; 340,000 tested, 0.31% active;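 active = inhibition above a set limit, near 3 SD of compounds lacking own fluorescence, cut at about 54% in these data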;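 note: plate controls were DMSO wells for no effect and 5 µM unlabelled arrestin peptide for full effect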
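system = GST-tagged AP2 beta2-adaptin appendage (R879A) on 4 µm glutathione beads | reagent = FITC-labelled arrestin peptide probe, 50 nM final | schedule = compound with beads 12 min RT, then probe 1 h RT | signal = HyperCyt-sampled flow cytometry, FL1 channel, ex 488/em 535 nm | read-out = percent response from loss of bead-bound FITC fluorescence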
The depositor's hits bear a star; · = not tested or not shown. Compounds were not picked by outcome (roughly 2.4% active in at least one column).

SMILES	PKA-R1A activ	Pemphigus Ab inh	DAGLB inhibitor	PKA-R2B activ	V-ATPase pHluor	MOR-DOR inv ag	HTR5A inv ag	HTR5A ag	MOR-DOR ag	Arr AP2 block
Cc1ccn(CC(=O)N2CCCC(N3CCN(c4cccc(Cl)c4)CC3)C2)n1 (stereo unspecified)	-8	99	3	2	0	10	22	-5	-1.9	1
CC1(C)Cc2nc3sc4c(=O)n(CC(=O)NCc5ccco5)cnc4c3cc2CO1	0	91	4	-2	-5	9	-4	-3	-1.7	4
COc1ccc2[nH]c3c(=O)n(CCCC(=O)NC4CCC(C)CC4)c(=S)[nH]c3c2c1 (stereo unspecified)	-5	95	6	1	0	-2	-2	4	0.4	-6
CCOc1ccccc1NC(=O)C(OC(=O)c1ccc(CC)cc1)c1ccccc1 (stereo unspecified)	1	91	-9	19*	2	-24	14	-6	3.7	22
COc1ccc2oc(C(=O)OCC(=O)Nc3ccccc3OC)c(C)c2c1	1	105	-7	-1	2	-3	-1	10	0.6	1
Cc1ccccc1NC(=S)NCCc1ccccn1	-7	·	-2	1	-1	13	7	-8	-2.5	1
NC(=O)C1Cc2ccccc2CN1C(=O)c1cc(C2CC2)nn1-c1ccccc1 (stereo unspecified)	2	·	-1	-2	4	7	2	3	-2.0	-6
Cc1cccc(-c2cc(=O)c(C(=O)O)cn2-c2ccc(F)cc2F)c1	5	99	-3	-2	1	13	1	-4	-2.3	5
Cc1[nH]c(C)c(S(=O)(=O)Nc2ccc(F)cc2Cl)c1C(=O)N1CCCC1	6	89	1	0	2	-1	4	-2	0.3	-7
Cc1cc(C)nc(NC2=NCC(=O)N2c2ccccc2)n1	-17	102	3	2	5	9	-11	1	-1.6	2
C/C(=N/NC(=O)c1ccc(C)s1)c1ccncc1	5	108	-6	-1	0	9	-4	-1	-2.8	-13
COc1ccc(Cc2nnc(NC(=O)c3cccs3)s2)cc1OC	-9	100	1	-1	-2	-3	10	-4	0.6	-20
CCCCOc1ccc(N(CC(=O)NC2CCCC2)C(=O)CCC(=O)Nc2ccccn2)cc1	4	·	1	12	3	11	18	-3	-2.5	-9
Cc1c(C(=O)N2CCCC2)sc(NC(=O)c2ccc(Cl)cc2)c1C#N	-16	90	1	-3	1	15	3	-1	-2.7	-68
O=C(O)CC(CC(=O)Nc1ccc(C(=O)O)cc1)c1ccccc1 (stereo unspecified)	-3	94	1	-13	1	15	-22	1	-2.9	6
O=C(N=C1SC2CS(=O)(=O)CC2N1c1ccc(Br)cc1Cl)C1CC1 (stereo unspecified)	1	101	0	-7	16	6	-14	-5	-1.3	2
CS(=O)(=O)c1ccc2nnn(OCC(=O)Nc3ccc(Br)cc3Br)c2c1	3	117	0	-5	0	-7	7	4	1.4	0
COc1ccc(OC)c(NC(=O)CCN2CCN(Cc3ccccc3)CC2)c1	-1	96	-4	-8	-3	11	-12	3	-1.9	5
COc1cc(OC)c(OC)cc1/C=N/Nc1ncnc2c1[nH]c1ccc(C)cc12	-12	88	-1	-2	-18	7	-20	1	-1.4	-6
Cc1ccccc1C(=O)Nc1c(C(=O)N2CCN(C)CC2)cnn1-c1ccccc1	7	110	-2	4	-1	18	4	-4	-3.3	44
CCN(CC)C(=O)Cn1cc(S(=O)(=O)CC(=O)Nc2cccc(NC(C)=O)c2)c2ccccc21	4	95	0	6	·	·	·	·	·	·
O=C(O)CCC(=O)Nc1sc2c(c1C(=O)Nc1ccccc1)CCCCC2	-11	87	4	-17	0	-1	7	2	0.1	10
Cc1cnc(C(=O)OCC(=O)N2c3ccccc3CC2C)cn1 (stereo unspecified)	0	112	3	8	2	7	2	-1	-1.5	55*
CCOc1ccccc1C1CC(=O)Nc2cc3c(cc21)OCCO3 (stereo unspecified)	-8	102	2	-6	3	10	-24	10	-2.2	29
COc1cc(/C=C/CO)ccc1O[C@@H]1O[C@H](CO)[C@@H](O)[C@H](O)[C@H]1O	-12	100	-1	2	0	18	-40	-2	-3.3	2
Next structures follow.
SMILES	PKA-R1A activ	Pemphigus Ab inh	DAGLB inhibitor	PKA-R2B activ	V-ATPase pHluor	MOR-DOR inv ag	HTR5A inv ag	HTR5A ag	MOR-DOR ag	Arr AP2 block
COC(=O)CCCN=C1SCCN1Cc1ccccc1	8	110	0	-2	-2	0	-9	3	-0.1	36
COc1ccc(CCN2C(=O)/C(=C\c3ccco3)SC2=S)cc1OC	3	94	-1	-3	1	-5	-15	5	1.2	-3
C=CCNC(=O)C(=O)N/N=C/c1ccco1	4	126	1	1	4	1	-19	1	-0.1	3
CCN(C(=O)CSc1nnc(SC)s1)c1c(N)n(Cc2ccccc2)c(=O)[nH]c1=O	3	·	3	-2	-2	4	6	-2	-1.0	31
CC(C)N1C(=O)C(O)(C2COC(C)(C)CC2=O)c2ccccc21 (stereo unspecified)	-2	97	-2	1	0	11	-11	1	-2.1	17
Cc1ccc(CCNC(=O)C2CCCN(S(=O)(=O)c3cnc[nH]3)C2)cc1 (stereo unspecified)	2	112	2	-5	3	13	-16	5	-2.5	-1
COc1ccc(CN2C(=O)NC3(CCOc4ccccc43)C2=O)cc1F (stereo unspecified)	0	97	3	13	-1	11	-35	2	-2.1	14
CCOC(=O)C1CCCN(C(=O)c2ccc(Cl)c(S(=O)(=O)N3CCCCC3)c2)C1 (stereo unspecified)	-2	99	-1	-14	6	14	-9	3	-2.7	34
COc1ccc(OC)c(NC(=O)C2CCN(S(C)(=O)=O)CC2)c1	-8	101	2	-10	1	13	-27	12	-2.3	6
Cc1cc(C(=O)NCc2ccccc2F)c2ccccc2n1	-7	·	-4	2	0	-3	-6	2	0.4	19
CN(CCOc1ccccc1)S(=O)(=O)c1ccc2oc3ccccc3c2c1	-7	100	-16	5	2	8	5	-2	-1.3	29
CC(=O)Nc1ccc(C(=O)OCC(=O)Nc2c(C)n(C)n(-c3ccccc3)c2=O)cc1	-6	·	-3	-11	2	15	-24	4	-4.1	1
CCOC(=O)CCNC(=O)N1CCCC(N2CCN(c3ccc(OC)cc3)CC2)C1 (stereo unspecified)	-10	103	-5	-1	2	-11	-28	6	2.2	-15
Cc1ccc(NC(=O)c2cnn(-c3ccccc3)c2C)cc1	5	98	-2	6	7	10	4	-1	-2.1	41
Cc1cc(C)cc(OCC(O)CN2CCC(CN3C(=O)c4cccc5cccc(c45)C3=O)CC2)c1 (stereo unspecified)	-1	112	2	-4	10	-72	-27	9	14	-6
Cc1ccc(-n2nc(CC#N)c(C#N)c2N)cc1	4	·	3	2	4	13	22	-2	-2.5	1
CC1(c2ccc(Cl)cc2)NC(=O)N(CC(=O)N2CCN(S(=O)(=O)c3ccccc3)CC2)C1=O (stereo unspecified)	-11	102	0	1	0	4	18	-7	-0.6	3
Fc1ccc(-c2n[nH]c(=S)n2/N=C/c2c[nH]c3ccccc23)cc1	1	97	-2	-1	1	-11	-17	5	1.9	-12
O=C(COC(=O)c1ccc(S(=O)(=O)NCc2ccco2)cc1)Nc1ccccc1	5	91	-2	-7	2	10	22	4	-1.9	4
O=c1cc(O)c(-c2ccccc2Cl)c(Cl)[nH]1	2	100	1	-16	-3	11	4	-2	-2.1	-4
COc1cc(C2Nc3ccccc3NC3=C2C(=O)CC(C)(C)C3)cc(OC)c1OC (stereo unspecified)	-2	106	0	7	-2	2	7	-2	-0.5	12
COc1cc2ncnc(NCc3ccc(C)o3)c2cc1OC	-11	101	-1	-7	-3	2	14	-1	-0.3	-27
CCN(CC)S(=O)(=O)c1ccc(/C=C/C(=O)OCC(=O)N(C(C)C)C(C)C)cc1	-9	111	0	-4	0	-4	11	-4	0.8	-16
CCOC(=O)C1=CC[C@@H](c2cc3ccc(OC)cc3n2C)N(S(=O)(=O)c2ccc(C)cc2)[C@H]1C(=O)OCC	5	92	0	-10	-1	8	-17	-2	-1.3	-10
CCN1C(=O)[C@H]2[C@@H](c3ccc(-c4ccc5c(c4)OCO5)cc3)N[C@@](Cc3ccccc3)(C(=O)OC)[C@H]2C1=O	-4	93	-1	-9	0	3	-11	4	-0.6	2

Sorted by the number under DAGLB inhibitor (smallest number first): three from the list above
| Molecule | DAGLB inhibitor |
| --- | --- |
| CCOC(=O)C1=CC[C@@H](c2cc3ccc(OC)cc3n2C)N(S(=O)(=O)c2ccc(C)cc2)[C@H]1C(=O)OCC | 0 |
| Cc1ccc(CCNC(=O)C2CCCN(S(=O)(=O)c3cnc[nH]3)C2)cc1 (stereo unspecified) | 2 |
| Cc1ccc(-n2nc(CC#N)c(C#N)c2N)cc1 | 3 |

Following part
SMILES	PKA-R1A activ	Pemphigus Ab inh	DAGLB inhibitor	PKA-R2B activ	V-ATPase pHluor	MOR-DOR inv ag	HTR5A inv ag	HTR5A ag	MOR-DOR ag	Arr AP2 block
CN(/N=C/c1ccc([N+](=O)[O-])o1)c1ccccc1	-9	112	15	0	1	-6	-9	3	0.9	5
O=C(Nc1ccc(N2CCOCC2)cc1)C1CCN(S(=O)(=O)c2ccc3c(c2)OCCO3)CC1	1	99	-2	-4	0	-3	5	-2	0.7	-6
CC(C)Oc1ccc(CNC(=O)c2cc(S(=O)(=O)N3CCOCC3)cn2C)cc1	-8	101	-1	-4	1	15	17	2	-3.0	-13
COc1ccc(S(=O)(=O)N(CC(=O)NC2CC2)c2ccc(C)cc2)cc1OC	4	102	-4	15	1	6	-3	1	-1.0	2
O=C(CNC(=O)c1ccc(S(=O)(=O)N2CCCC2)cc1)N/N=C/c1ccccc1	-2	103	2	-8	1	9	-3	0	-1.8	-13
Cc1cc(Br)ccc1SCC(=O)NNC(=O)c1ccco1	1	100	1	-12	4	11	20	1	-2.8	-4
O=C(OCC(=O)N1CCCCCC1)c1ccc(Cl)nc1	8	·	-1	0	2	13	-10	-2	-3.5	-1
Cc1cc(C(=O)Nc2ccc(Cl)cc2)c(C)n1Cc1cccs1	1	118	-2	-8	3	-24	-13	4	4.5	-10
Cc1cccc(-n2c(SCC(N)=O)nc3c(c2=O)C2(CCCCC2)Cc2ccccc2-3)c1	-4	112	-3	-15	-7	-6	1	0	1.1	8
NC(=O)N/N=C/c1cn(-c2ccccc2)nc1-c1cccs1	-3	106	0	-4	-5	-2	13	3	0.3	-22
CC(C(=O)Nc1ccc(S(N)(=O)=O)cc1)N1CCc2ccccc21 (stereo unspecified)	-5	96	1	7	-3	15	7	-3	-3.3	11
CCOc1ccc(C2NC(=O)CCC2[N+](=O)[O-])cc1 (stereo unspecified)	-2	119	2	-5	1	16	-1	0	-3.2	2
CCOCCCNC(=O)N[C@H](C(=O)OC)C(C)CC (stereo partly specified)	5	112	0	-2	-1	14	6	-2	-2.9	-2
Cc1ccc2nc(/N=C(\N)NC(=O)N3c4ccccc4Sc4ccccc43)nc(C)c2c1	-14	93	1	-8	-1	-4	-38	0	0.9	11
O=C(COC(=O)c1cccnc1)Nc1ccccc1	1	98	-1	-9	-1	12	-8	3	-2.6	-12
Cc1ccc(/C=N/NC(=O)c2cccs2)s1	2	94	-1	-2	-1	-7	-3	1	1.0	-2
Cc1ccccc1OCCCCCNCCO	1	110	1	-9	1	-24	-10	8	4.3	4

Source: PubChem BioAssay (several laboratories)
